# Peg3 imprint: inducers of genomic imprint erasure in mouse ES cells; mouse ES Peg3-LacZ reporter, beta-gal luminescence, 40 h; Potency, µM (doses to about 60.7 µM), inactives show at the highest dose activity change, positive = activation, hits mostly activators; hit rate 0.02% among 110,000; AID 1948;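 also: 0% = negative control wells on the plate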
#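 Gelatin-coated wells received 300 freshly trypsinized female ES cells with a Peg3LacZ-Neo reporter on the maternal allele, then incubated 40 hours at 37C. BetaGlo was added for 5 minutes at room temperature before a single luminescence read.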
# IkB signaling: IkB pathway inhibition in ABC-DLBCL cells | ABC-DLBCL IkBa-CBG/CBR dual luciferase ratio, 4 h; response scale: scaled: untreated 0%, proteasome inhibitor 100% | Potency, µM (doses to about 57.1 µM), inactives show at the top dose IkBa stabilization activation | hit rate 0.04% among 110,000; active = well fitted curve in the direction sought with a large enough effect in the signal ratio, not every such curve was filed as active; inconclusive = small, poorly fitted or top-dose-only effect, or a change in a side signal; the % refers to the signal ratio;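 also: the direction sought is a rising ratio; 0% = basal untreated cells and 100% = reference inhibitor full response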
#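 Luminescence ratio of IκBα-fused green versus native red beetle luciferase in OCI-Ly3 cells, 4 h post-doxycycline with compound; red signal alone, scaled from basal (0%) to zero light (-100%), flagged nonspecific or cytotoxic effects.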
# p53ts 39C tox: kills p53ts cells at the nonpermissive temperature; H1299-p53A138V viability at 39C, ATP luminescence, 24 h; Potency, µM (highest dose often 46.1 µM), without a hit: at the highest dose activity change, negative = cell killing, actives largely listed as cytotoxic; hit rate 1.5% among 130,000; AID 902; also: nearly all actives have a fitted effect of over 55% in size
# p53ts 32C kill: kills p53ts cells at the permissive temperature; H1299-p53A138V at 32C, ATP luminescence viability, 24 h; Potency, µM (top dose mostly 46.1 µM), inactives show at the highest dose activity change, negative = cytotoxicity, actives largely listed as cytotoxic; hit rate 0.93% among 130,000; AID 924;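 also: 0% = DMSO and -100% = full killing by reference compound; nearly all actives have a fitted effect of over 55% in size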
#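 Viability by ATPlite luminescence after 24 h compound treatment (up to 46 uM) at the permissive 32C. Cells are H1299 carrying p53 A138V. Scale runs from DMSO basal to 100 uM tamoxifen as full kill; AC50 from Hill fits.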
# Numbers without * were called inactive; ? = inconclusive; nt = no result given; [ ] = dose if it differs, or a comment. Unless noted, calls follow the shape of the dose curve; as a rule, active = well fitted curve in the direction sought with a large enough effect; inconclusive = small, poorly fitted or top-dose-only effect, or another doubt; inactive = no such curve, though single readings can be large; an effect the other way counts as inactive or inconclusive. Unless noted, % is scaled to controls: 0 for no effect and ±100 for the full control effect; potency is read from the fitted curve at half-maximal effect.
Molecule | Peg3 imprint | IkB signaling | p53ts 39C tox | p53ts 32C kill
COc1cc(OC)cc(-c2nnc(SCC(=O)c3ccc([N+](=O)[O-])cc3)o2)c1 | -16%[10.9 µM] | -1.4% | 25% | -3%
CCN(CC)S(=O)(=O)c1ccc(NC2c3ccccc3C(=O)N2CCN2CCOCC2)cc1 (stereo unspecified) | -8% | 0.8% | -5% | -4%
COc1ccc(-c2nc(-c3ccccc3OC)no2)cc1OC | -32%[inhibitor] | ? | -23% | -22%
CCOc1ccc(-n2ccnc2SCC(=O)Nc2nnc(C)s2)cc1 | -11% | 0.3% | -3% | -4%
NS(=O)(=O)c1ccc(NC(=O)N[C@@H](Cc2ccccc2)C(=O)O)cc1 | -7% | -0.6% | 6% | 5%
CCC(C)n1c(=O)c2sccc2n2c(CCCC(=O)N3CCN(c4ccccc4)CC3)nnc12 (stereo unspecified) | -6%[10.9 µM] | ? | 16% | -3%
Cc1ccc(OCC(=O)Nc2ccc3c(c2)nc(CCNC(=O)c2ccco2)n3C)cc1 | -7%[10.9 µM] | ? | 2% | -2%
c1csc(CNc2ncnc3ccc(-c4ccc5c(c4)OCO5)cc23)c1 | -5% | -2.1%[11.4 µM] | -4% | -20%
O=C(Nc1ccc(C(F)(F)F)cc1)C1CCCN(c2cnccn2)C1 (stereo unspecified) | -8%[10.9 µM] | ? | -22% | -4%
O=C(Cn1nc(-c2ccccc2)ccc1=O)NCc1ccc2c(c1)OCO2 | -18% | -1.2% | -6% | -11%
COc1ccc2[nH]c(=O)c(CN(CC3CCCO3)C(=O)Nc3ccc(F)cc3)cc2c1 (stereo unspecified) | -23% | ? | ? | ?
COC(=O)c1ccc(C23CC4(C2)[C@H](CN(Cc2ccc(C(F)(F)F)cc2)[C@@H]4c2ccccc2)C3c2ccccc2)cc1 (stereo partly specified) | -11% | nt | -7% | -8%
O=C(c1cccs1)c1cn(CCOc2ccc(F)cc2)c2ccccc12 | -8%[10.9 µM] | ? | -7% | 9%
O=c1[nH]c2ccccc2nc1Cc1ccccc1 | -4% | -1.7% | 7% | 6%
Nc1c(Cl)cc(Cl)cc1Cl | 3% | -1.4% | 4% | 8%[1.84 µM]
COc1cccc(-c2nc(Cn3c(=O)cc(C)c4c(C)nn(-c5ccccc5)c43)c(C)o2)c1OC | -8%[10.9 µM] | -2.3% | -8% | 13%
CCOc1ccc(OCC)c(NC(=O)C(NS(=O)(=O)c2ccc3c(c2)oc(=O)n3C)C(C)C)c1 (stereo unspecified) | -7% | -0.6% | -5% | -6%
O=C(O)CCc1ccc(-c2cccs2)n1Cc1ccco1 | -7% | 3.0% | 13% | 13%
Cc1cc(C)c2c(n1)nn1c(N3CCN(c4ccccc4C)CC3)cc(C)nc21 | -13% | 2.2% | -4% | 6%
CCOc1ccc(C2CC(c3ccc(F)cc3)n3ncnc3N2)cc1 (stereo unspecified) | 4% | 0.6% | 0% | 1%
Nc1nonc1C(=O)NCCNCc1ccccc1OCc1ccccc1F | -21% | 0.4% | -9% | 7%
CCOC(=O)Cc1cc(C(=O)Nc2ccc(Br)cc2)sc1-c1ccc(C)cc1 | 10%[10.9 µM] | ? | -17% | 4%
Cc1ccc(NC(=O)c2nc(S(C)(=O)=O)ncc2N(Cc2ccco2)Cc2ccco2)cc1 | -9%[10.9 µM] | ? | 23% | 3%
O=C(CSc1nnc(Cc2ccccc2)n1-c1cccc(Cl)c1)N1CCOCC1 | -8% | -1.0% | -4% | 5%
CC1=CCC2C(=O)N(c3nc4ccccc4n3C)C(=O)C2C1 (stereo unspecified) | 1% | -2.1% | 3% | 5%
CCCCCOC(=O)c1[nH]c2c(c1C)C(=O)CC(c1ccco1)C2 (stereo unspecified) | -29% | ? | -14% | 8%
O=C1CN(C(=O)c2cccs2)c2ccccc2N1 | -1% | -0.7% | 8% | 3%
O=C(c1ccco1)N(Cc1cccnc1)c1nc2c(F)cccc2s1 | 13%[10.9 µM] | -1.3% | -14% | -3%
CC1=C(C(=O)Nc2ccccc2C)C(c2sccc2C)n2ncnc2N1 (stereo unspecified) | -6%[10.9 µM] | -0.9% | -22% | -2%
Cc1nn2c3ccccc3nc2c2ccccc12 | -7% | -0.2% | -19% | -16%
O=C1c2ccccc2C(=O)N1CCCc1nc(-c2cccnc2)no1 | -6% | -1.3% | -2% | 6%
COc1ccc(CCNC(=O)c2ccc3nc(CCc4ccccc4)oc3c2)cc1OC | 26%[10.9 µM] | -0.8% | -5% | 3%
CCC(c1nnnn1C1CCCC1)N1CCN(c2ccccc2)CC1 (stereo unspecified) | -4% | 0.9% | 6% | -3%
O=C(CNC(=O)c1ccco1)OCC(=O)c1ccccc1 | nt | nt | 0% | 1%
Cc1nn(CC(O)Cn2c3c(c4ccccc42)CCN(C)C3=O)c(C)c1Br (stereo unspecified) | -15% | ? | 3% | 4%
CCOC(=O)c1sc(N(C)C)nc1-c1ccccc1 | nt | nt | 10% | -6%
CCCCN(CCCC)c1nc(-c2ccccc2)nc2ccccc12 | -9%[10.9 µM] | 17% | 25% | 0%
CCOC(=O)c1c(CN(C)C)n(C)c2ccc(OC(C)=O)cc12 | -6% | -2.1% | -2% | 3%
O=C(O)C1CCCN1C(=O)c1cncc(Br)c1 (stereo unspecified) | 4% | -0.4% | 2% | 0%
Cc1cc(C)cc(NC2=CC(c3cccc(F)c3)N(c3cc(C)cc(C)c3)C2=O)c1 (stereo unspecified) | 3%[10.9 µM] | 1.6% | 33%[activator] | 1%
COc1ccc(NC(=O)c2cccnc2)c(OC)c1 | -7% | 2.3% | 3% | 11%
Cc1cc(C)nc(NC(=O)CCCC(=O)O)c1 | -4% | -5.4% | 5% | -1%
Cc1ccccc1NC(=O)c1ocnc1C | -8% | 3.0% | -8% | -10%
CN(C)CCNC(=O)c1ccc(-n2c(=O)c(=O)[nH]c3ccccc32)cc1 | nt | nt | -4% | -2%
CCc1ccc(NC(=O)C(=O)NCC(c2cccnc2)N2CCN(Cc3ccccc3)CC2)cc1 (stereo unspecified) | -11%[10.9 µM] | -0.6% | -4% | -3%
CCCCc1ccc(NC(=O)COCC)cc1 | -20% | -0.2% | -1% | 4%
COc1cccc(C2c3c(oc4ccc(F)cc4c3=O)C(=O)N2CCCN2CCOCC2)c1 (stereo unspecified) | -11% | -2.4% | 2% | 5%
Cc1ccccc1CNC(=O)C1CCCN(c2nnc(-n3c(C)ccc3C)s2)C1 (stereo unspecified) | -11%[10.9 µM] | 5.9% | -8% | 2%
COCCCNC(=O)c1sc2ncnc(N3CCc4ccccc4C3)c2c1C | nt | nt | 12% | -5%
Cc1ccc(Cn2c(C(=O)O)c(CNCc3ccccc3Cl)c3ccc(C)cc32)cc1 | -15%[10.9 µM] | -0.5% | ? | 15%

# Remaining list, next part:
canonical_smiles	Peg3 imprint	IkB signaling	p53ts 39C tox	p53ts 32C kill
CC1=C(c2ccc(F)cc2)S(=O)(=O)N=C1N1CCC(C(=O)NCCc2ccco2)CC1	-4%[10.9 µM]	-0.2%	17%	18%
CCCOc1ccc(CNC(=O)CCCn2ncn3c(cc4sc(CC)cc43)c2=O)cc1	-2%[10.9 µM]	?	?	1%
COc1ccc(CN2C(=O)C(NC(=O)c3cccc(C)c3)(C(F)(F)F)N=C2c2ccccc2)cc1 (stereo unspecified)	10%[10.9 µM]	-1.1%	12%	4%
Cc1ccsc1C(=O)NC(C)c1ccc2c(c1)OCO2 (stereo unspecified)	nt	nt	3%	-7%
O=C(O)CCCC(=O)Nc1cccc2cccnc12	-10%	-7.4%	-8%	-19%
O=C(CN(Cc1ccco1)C(=O)CNS(=O)(=O)c1ccc(Cl)cc1)NCc1ccc(F)cc1	-7%	?	-14%	-2%
CCC(C(=O)N1CCN(c2ccccc2F)CC1)n1nc(C)c2sc3ccccc3c2c1=O (stereo unspecified)	4%[10.9 µM]	?	-19%	-21%
COC1=C(OC)C(=O)c2ccccc2C1=O	-30%	20%	4µM*	6.3µM*
C/C(Cl)=C/Cn1c(N2CCCC2)nc2c1c(=O)n(C)c(=O)n2C	-9%	-1.0%	12%	-5%
Cc1ccc(C2C(C#N)=C(N)Oc3c2sc2ccccc32)o1 (stereo unspecified)	-24%	1.0%	27%	-6%

# Of the compounds above, 4 contain an NH in an aromatic ring:
canonical_smiles	Peg3 imprint	IkB signaling	p53ts 39C tox	p53ts 32C kill
COc1ccc2[nH]c(=O)c(CN(CC3CCCO3)C(=O)Nc3ccc(F)cc3)cc2c1 (stereo unspecified)	-23%	?	?	?
O=c1[nH]c2ccccc2nc1Cc1ccccc1	-4%	-1.7%	7%	6%
CCCCCOC(=O)c1[nH]c2c(c1C)C(=O)CC(c1ccco1)C2 (stereo unspecified)	-29%	?	-14%	8%
CN(C)CCNC(=O)c1ccc(-n2c(=O)c(=O)[nH]c3ccccc32)cc1	nt	nt	-4%	-2%

# Following part:
canonical_smiles	Peg3 imprint	IkB signaling	p53ts 39C tox	p53ts 32C kill
CC(C)(C)NC(=O)Cn1nnc(-c2ccc(S(C)(=O)=O)cc2)n1	-8%	0.5%	6%	20%
CCCCNc1nc2ccccc2c2nc(-c3ccccc3)nn12	-6%[10.9 µM]	2.5%	-3%	6%
Cc1ccc(CNC(=O)C2(c3cccs3)CCOCC2)cc1	7%[10.9 µM]	0.0%	-15%	0%
Cc1ccc(C2(CCN)CCOC(C(C)C)C2)cc1 (stereo unspecified)	nt	nt	-4%	4%
CCn1c2ccccc2c2nnc(SCC(=O)c3ccccc3)nc21	-7%	-7.7%	-5%	14%
CO[C@H]1COC(=O)[C@@H](CCSC)NC(=O)C/C=C\[C@@H](C)COC(=O)[C@@H](OCc2ccccc2)/C=C\[C@@H]1C	nt	nt	8%[9.22 µM]	9%[9.22 µM]
Cc1ccccc1-c1noc(-c2ccccc2C(=O)N2CCCC2)n1	-16%	-1.2%	6%	3%
CCOC(=O)N1CCN(CC(=O)Nc2c(C(=O)OC)[nH]c3ccc(Cl)cc23)CC1	-17%	-1.6%	6%	6%
O=C(Nc1scc(-c2ccc(F)cc2)c1C(=O)O)c1ccco1	-86%[inhibitor]	?	?	-29%
O=C(CCN1CCCC1)Nc1cccc(Br)c1	-18%	-1.9%	12%	0%
CC(=O)Nc1nc(C)c(Oc2ccccc2)c(=O)[nH]1	-1%	-1.3%	8%	-11%
CC(NC(=O)Cn1c(=O)oc2cc(S(=O)(=O)NCc3ccccc3)ccc21)c1ccccc1 (stereo unspecified)	-14%[10.9 µM]	?	-26%	0%
CC(C)CCSc1nc(N2CCOCC2)c2c(c1C#N)CC(C)(C)OC2	-18%	1.4%	21%	8%
CC(=NCC(=O)O)c1ccccc1	-7%[10.9 µM]	-0.1%[11.4 µM]	3%[9.22 µM]	5%[9.22 µM]
CC(C)OCCCNC(=O)c1ccc2c(c1)NC(=O)c1ccccc1S2	-7%[10.9 µM]	?	-29%	-13%
Cn1c(=O)n(CCCc2ccccc2)c(=O)c2c1nc1n2CCN1c1ccc(F)cc1	-12%[10.9 µM]	?	-24%	5%
Cc1c(-c2ccc(Cl)cc2)c(=O)oc2c(CN3CCOCC3)c(O)ccc12	11%[10.9 µM]	-0.7%	-20%	12%
COC(=O)c1cc2oc3ccccc3c2n1Cc1ccccc1Cl	11%[10.9 µM]	0.5%	-14%	0%
COC(=O)[C@@]1(Cc2ccccc2)[C@H]2c3cc(C(=O)N(C)C)n(Cc4c(CO)[nH]cc(C)c4=O)c3C[C@H]2CN1C(=O)c1ccccc1	0%	nt	10%	13%
COc1ccc(NC(=O)c2nn(C)c3c2CS(=O)(=O)c2ccccc2-3)cc1Cl	-11%[10.9 µM]	-0.4%	-2%	9%
COc1ccccc1CNC(=O)c1cc2c(-c3ccc(Cl)cc3)nn(C)c2s1	-15%[10.9 µM]	?	14%	7%
CCCC(c1nnnn1Cc1ccccc1)N1CCN(c2ccccc2OC)CC1 (stereo unspecified)	-9%	?	-13%	9%
CCCCn1c(SCC(=O)Nc2cc(C)on2)nnc1-c1cccnc1	-9%	0.5%	-16%	-12%
O=C(Nc1ccc(F)cc1F)c1cc2nc(-c3ccco3)cc(C(F)(F)Cl)n2n1	-7%[10.9 µM]	2.0%	-9%	15%

# Compound activity as filed in PubChem BioAssay.
